A549 viability = Nrf2 qHTS screen for inhibitors: counterscreen for cytotoxicity; A549 ARE-Fluc cells, CellTiter-Fluor viability, 18-24 h; Potency, µM (titrated, usually from 46 µM), without a hit: top-dose activity change, negative = cytotoxicity, usual class: inhibitors; actives 0.16% (n = 390,000); AID 504648, 2011; note: potency is the fitted concentration of half-maximal effect; % is set by controls: 0 for no effect and ±100 for the full control effect
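Cytotoxicity counterscreen: CellTiter-Fluor fluorescence was measured in A549 ARE_Fluc cells after 18-24 h of compound exposure in a concentration series. The subsequent BugLite luminescent read reports ARE-luciferase activity.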
EPAC2 antag = qHTS for Antagonist of cAMP-regulated guanine nucleotide exchange factor 2 (EPAC2): primary screen; actives 0.18% (n = 360,000); EPAC2 GEF exchange of Rap1B-BODIPY-GDP, fluorescence; Rap guanine nucleotide exchange factor 4 (Homo sapiens), Q8WZA2; Potency, µM (titrated, usually from 114 µM), without a hit: at the top dose activity, negative = inhibition, usual class: inhibitors; note: potency is the fitted concentration of half-maximal effect; % is set by controls: 0 for no effect and ±100 for the full control effect; nearly all actives have a fitted effect of over 45% in size; many of its hits are not listed in these tables
Target sequence (Q8WZA2 whole entry, looked up): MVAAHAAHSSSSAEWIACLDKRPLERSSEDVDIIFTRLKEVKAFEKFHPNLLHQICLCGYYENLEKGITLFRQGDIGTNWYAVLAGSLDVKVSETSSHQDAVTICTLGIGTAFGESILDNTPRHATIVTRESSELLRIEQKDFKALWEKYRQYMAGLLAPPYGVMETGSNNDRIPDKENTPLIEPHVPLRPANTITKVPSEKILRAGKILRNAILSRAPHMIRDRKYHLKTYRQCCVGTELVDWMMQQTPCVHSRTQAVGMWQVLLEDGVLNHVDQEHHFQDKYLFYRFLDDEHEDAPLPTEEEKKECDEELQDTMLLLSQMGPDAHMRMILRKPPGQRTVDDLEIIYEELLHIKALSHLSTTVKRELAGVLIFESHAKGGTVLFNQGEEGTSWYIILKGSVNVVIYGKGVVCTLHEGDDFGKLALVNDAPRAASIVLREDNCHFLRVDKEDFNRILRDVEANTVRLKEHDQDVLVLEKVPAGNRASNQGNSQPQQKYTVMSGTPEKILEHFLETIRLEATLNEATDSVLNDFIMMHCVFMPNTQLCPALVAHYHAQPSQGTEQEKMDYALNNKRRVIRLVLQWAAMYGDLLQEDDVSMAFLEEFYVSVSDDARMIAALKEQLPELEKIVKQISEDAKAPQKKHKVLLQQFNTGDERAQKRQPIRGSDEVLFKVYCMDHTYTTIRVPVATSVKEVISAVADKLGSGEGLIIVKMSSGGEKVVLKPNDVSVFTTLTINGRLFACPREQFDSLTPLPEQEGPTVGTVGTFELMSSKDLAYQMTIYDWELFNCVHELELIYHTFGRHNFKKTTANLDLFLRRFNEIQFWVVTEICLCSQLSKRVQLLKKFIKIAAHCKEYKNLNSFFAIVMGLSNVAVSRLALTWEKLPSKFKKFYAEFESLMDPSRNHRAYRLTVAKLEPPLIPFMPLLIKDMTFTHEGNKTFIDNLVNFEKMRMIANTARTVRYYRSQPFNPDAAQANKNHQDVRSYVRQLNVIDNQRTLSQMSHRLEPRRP
EPAC2 agonist = qHTS for Agonist of cAMP-regulated guanine nucleotide exchange factor 4 (EPAC2): primary screen. Rap guanine nucleotide exchange factor 4 (Homo sapiens), Q8WZA2. actives 0.079% (n = 360,000). EPAC2 activation, biochemical qHTS; response scale: 100% = 6.5 mM cAMP response. Potency, µM (highest dose often 154 µM), for the others: top-dose activation, usual class: activators; note: potency is the fitted concentration of half-maximal effect; nearly all actives have a fitted effect of over 50% in size
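Setup: EPAC2 100 nM, labeled Rap1B complex 250 nM, free GDP 50 uM. Compound titrations pinned in, brief spin, 5 min room temperature incubation. Kinetic fluorescence read over 30 min, normalized to 6.5 mM cAMP.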
CCT modulator = High-Throughput Screening for Modulators of Cytosolic Chaperonin Activity | AID 651819, 2012 | activity change, % (no concentration beside the values), hits read low | actives 0.3% (n = 360,000) | purified chaperonin ATPase assay, HTRF ADP detection, 30 min; in the data active = activity change below about -30%; note: % is set by controls: 0 for no effect and ±100 for the full control effect
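Nucleotide hydrolysis assay: TRiC at 20–40 nM final (set by batch activity) with 10 uM ATP, 30 min at 37 °C, in presence of 76 uM compound. Detection by competitive ADP HTRF, 30 min ambient.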
TGFb SMAD3 inh = qHTS for Inhibitors of TGF-b; HepG2 CAGA-GFP TGF-b/SMAD3 reporter, GFP fluorescence, 18 h; TGF-beta stimulated, 500 pg/mL final; Potency, µM (top dose mostly 46.1 µM), without a hit: at the top dose activity, negative = inhibition, usual class: inhibitors; actives 1.2% (n = 410,000); note: potency is the fitted concentration of half-maximal effect; % is set by controls: 0 for no effect and ±100 for the full control effect; nearly all actives have a fitted effect of over 65% in size
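First, reporter cells (HEPG2 CAGA-GFP) rested 2 h at 37 degrees C. Next, compounds were pinned in and TGF-beta added to 500 pg/mL final. After 18 h, GFP was imaged per cell and summed per well.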
Mm-Cpn inhibitor = Inhibitors of TCP-1 ring complex (TRiC) of Methanococcus maripaludis (MmCpn): qHTS. purified Mm-Cpn ATPase, ADP Transcreener TR-FRET. Potency, µM (highest dose often 76.9 µM), for inactives: at the highest dose activity, negative = inhibition, hits mostly inhibitors. actives 0.031% (n = 330,000); note: potency is the fitted concentration of half-maximal effect; % is set by controls: 0 for no effect and ±100 for the full control effect; nearly all actives have a fitted effect of over 80% in size
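Compound-treated chaperonin, 25 nM final, turns over 10 uM ATP at 37°C for 30 min following a 10 min preincubation; ADP generated competes with ADP-d2 for Eu-cryptate antibody, lowering FRET.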
Akt phos inh = HTS Assay for Inhibitors of Akt Phophorylation: Primary Screen; Neuro2A IGF-stimulated pAkt S473 HTRF, 20 min; hits give low values; activity change, % for hits at 50 µM; actives 0.32% (n = 360,000); in the data active = activity change below about -80%; inconclusive = mostly about -51% to -80%; note: % is set by controls: 0 for no effect and ±100 for the full control effect
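Single-point screen (50 µM final compound) in Neuro2A cells stimulated 20 min with 6 nM IGF at 37 deg C. After lysis, Ser473-phosphorylated Akt read by HTRF (ex 330 nm, em 615/665 nm) as the 665/615 ratio.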
Nrf2 block = Nrf2 qHTS screen for inhibitors | actives 2.1% (n = 360,000) | A549 ARE-Fluc reporter, luciferase luminescence, 18-24 h | Potency, µM (doses to about 46 µM), for inactives: at the top dose activity change, negative = inhibition, hits mostly inhibitors; note: potency is the fitted concentration of half-maximal effect; % is set by controls: 0 for no effect and ±100 for the full control effect; nearly all actives have a fitted effect of over 60% in size
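Nrf2 function is reported as luminescence of an ARE-controlled luciferase in A549 cells. Compounds were tested at several concentrations, and a CellTiter-Fluor read on the same wells flagged cytotoxicity.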
Nrf2 activator = qHTS of Nrf2 Activators. Potency, µM (highest dose often 46.1 µM), inactives show at the highest dose activation, usual class: activators. actives 0.31% (n = 410,000). AREc32 ARE-luciferase reporter (MCF7-derived line), luminescence, 24 h. AID 624171, 2012; note: potency is the fitted concentration of half-maximal effect; % of control where 0% means no effect; nearly all actives have a fitted effect of over 65% in size
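Quantitative high-throughput format: AREc32 reporter cells, 1000 per well, received compound by pin transfer and were incubated 24 hr at 37 deg C, 5% CO2, before Steady-Glo luminescence detection.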
Active calls of the source: *; i = inactive; ? = inconclusive; nt = not tested or not shown; & = joins results of further samples; [ ] = remark or other dose. Unless noted, calls come from the whole dose curve; as a rule, active = well fitted curve in the direction sought with a large enough effect; inconclusive = small, poorly fitted or top-dose-only effect, or another doubt; inactive = no such curve, though single readings can be large; an effect the other way counts as inactive or inconclusive.

SMILES | A549 viability | EPAC2 antag | EPAC2 agonist | CCT modulator | TGFb SMAD3 inh | Mm-Cpn inhibitor | Akt phos inh | Nrf2 block | Nrf2 activator
Cc1c(CCOC(=O)c2cccc([N+](=O)[O-])c2)sc[n+]1CC(=O)c1ccccc1 | 7.8% | 12.2% | -4.9% | 0.1 | 7.0% | -1.2% | i | 24.8% | 14.9%
CCc1c(O)nc2ccccn2c1=O | -4.1% | 3.2% | 3.7% | -3.3 | -9.9% | 0.9% | i | -9.6% | -0.4%
C=CCc1ccc(OCC(O)COc2ccc(CC=C)cc2OC)c(OC)c1 | 14.2% | -19.8% | -16.9% | 0.7 | ? | -9.7%[15.4 µM] | i | 17.6% | -0.2%
COCCNC(=O)c1cc(-c2ccccc2C)n(CC2CC(c3cccc([N+](=O)[O-])c3)=NO2)n1 (stereo not given) | 3.9% | -4.2% | 13.7% | -2.7 | -0.6% | 4.9% | i | -10.9% | 0.7%
CCOC(=O)C1=CCN(S(=O)(=O)c2ccc(C)cc2)[C@H]1c1ccccc1Cl | nt | -23.3% | 11.4% | -1.3 | ? | nt | i | nt | 4.5%
COc1cc(/C=C(\NC(C)=O)C(=O)Nc2ccccc2C)ccc1OC(C)=O | 1.3% | 1.9% | -3.6% | -2.4 | 22.1% | 1.9% | i | 0.0% | 2.0%
O=C(CN1CCCCC1)Nc1cccc(Oc2ccccc2)c1 | 0.3% | 9.2% | 6.3% | 2.1 | -18.0% | 4.8% | i | 14.4% | -0.2%
CCCC(=O)Nc1cccn(Cc2ccccc2Br)c1=O | 1.3% | -5.2% | 2.8% | 2.8 | ? | 0.1% | i | 0.1% | 0.0%
COc1ccc(/C=N/NC(=O)c2c(Br)cnn2C)c2ccccc12 | -1.5% | 10.2% | 11.0% | -1.4 | -13.9% | 0.2% | i | -0.4% | 0.0%
CCC1Oc2ccccc2N(CC(=O)NCCCN2CCOCC2)C1=O (stereo not given) | -3.6% | 2.9% | 9.9% | -5.5 | -3.5% | nt | i | 5.8% | -0.3%
COc1ccccc1C(=O)COC(=O)c1cccc(S(=O)(=O)N2CCCC2)c1 | 0.1% | -2.8% | 8.4% | -3.0 | 24.6% | 1.0% | i | -0.7% | 0.4%
CC(=O)/C(N=Nc1ccc(C(=O)O)cc1)=C(\C)O | -11.5% | -0.4% | 5.4% | -1.0 | 6.3% | 1.7% | i | -2.9% | -0.5%
Cc1cccc(C)c1OCC(=O)Nc1ncn[nH]1 | -4.1%&1.2% | 1.6% | -5.4% | -1.4 | 5.0%&-20.1% | 1.4% | i | 13.0%&22.2% | -0.6%&-0.4%
Cc1cc(N2CCN(c3ccc(F)cc3)CC2)nc(-c2ccccc2)n1 | 12.2% | 3.1% | 14.0% | 1.4 | 0.0% | -0.8% | i | nt | 1.5%
COc1ccc(NC(=O)CS(=O)(=O)c2cn(CC(=O)N3CCOCC3)c3ccccc23)cc1OC | -0.1% | 0.2% | 10.6% | -1.0 | -2.7% | 3.6% | i | 0.0% | -0.8%
CN(CC(=O)NC1CCCC1)S(=O)(=O)c1cnc[nH]1 | 2.0% | -6.5% | -1.2% | -2.6 | 3.0% | -0.5% | i | -14.5% | -0.8%
CN(C)/C=N/NC(=O)C1Cc2c(ccc3ccccc23)O1 (stereo not given) | 2.8% | 16.1% | 5.2% | -1.6 | 8.4% | 1.8% | i | -28.9% | 2.4%
Cc1cccc(CC2S/C(=N/c3ccccn3)NC2=O)c1 (stereo not given) | -0.3% | 3.9% | -13.7% | -2.1 | -2.1% | -12.4% | i | 9.2% | 0.1%
CC1(C)OC(=O)C2=C(C[C@@H](CCc3ccccc3)O[C@@H]2c2ccc(F)cc2)O1 | nt | -3.8% | 13.2% | 0.4 | nt | nt | i | nt | 2.0%
Cc1ccc(C)c(NNC(N)=S)c1 | 22.3% | -1.2% | 3.7% | -3.3 | 3.2% | 0.4% | i | 0.9% | 1.2%
CCc1ccc(-n2c(=O)c3sc4ccccc4c3n(CC(=O)NCc3ccccc3)c2=O)cc1 | 0.9% | nt | nt | nt | -20.3% | nt | nt | 5.2% | 0.4%
CCOC(=O)CC(NC(=O)c1ccccc1)c1ccc(OC)cc1 (stereo not given) | -14.2% | 1.0% | 2.2% | 1.5 | ? | 0.5% | i | -11.4% | 0.2%
O=C(Cc1cccs1)Nc1ccc(-c2nnc(-c3ccccc3)o2)cc1 | 0.3% | 1.0% | 4.2% | -3.4 | 0.8% | nt | i | 10.3% | 4.2%
CCOc1ccc(C2C3=C(CCCC3=O)N(CC(=O)O)C3=C2C(=O)CCC3)cc1 | 1.1% | 1.3% | 2.8% | 0.2 | -2.1% | -0.5% | i | 2.2% | 0.0%
CCOC(=O)CC(=O)CSc1nc(C)cc(-c2cccnc2)c1C#N | 9.0% | 16.2% | 4.5% | 2.5 | -19.6% | -1.8% | i | 0.5% | -0.4%
CCc1[nH]c(C(=O)O)c(C)c1C(=O)OC | -5.7% | 7.2% | -4.4% | -0.4 | 13.2% | 4.2% | i | 1.7% | 0.1%
Nc1ncnc2c1ncn2CCN1CCCCC1 | -5.2% | -2.3% | 7.8% | -0.1 | ? | -1.2% | i | nt | -0.5%
c1ccc(Cc2cc[n+](Cc3ccccc3)cc2)cc1 | -0.5% | -6.9% | 6.3% | -0.5 | 0.1% | 0.8% | i | -18.9% | -0.2%
O=C1OC(c2ccccc2)=CC1=Cc1ccccc1O | nt | -15.2% | 15.3% | 0.1 | 16.3% | nt | i | nt | ?
CNCC(C)COc1ccccc1OCc1ccccc1 (stereo not given) | 0.3% | -1.2% | 21.2% | -4.2 | 4.4% | 1.4% | i | -6.3% | 2.1%
CCN=C1SC(CC(=O)NCC)C(=O)N1CC (stereo not given) | -3.0% | 4.0% | -2.2% | -0.9 | 15.6% | 1.1% | i | -0.9% | 0.0%
Nc1nc(Nc2cccc(F)c2)nc(N2CCOCC2)c1[N+](=O)[O-] | 1.0% | -13.3% | 8.1% | 0.9 | -3.0% | 0.1% | i | -22.5% | 7.1%
O=C(Nc1ccccc1OC(F)F)c1ccc(S(=O)(=O)N2CCCC2)cc1 | 3.6% | 14.0% | 17.1% | -0.2 | 4.2% | 1.3% | i | 13.6% | 0.0%
Cn1c(SCC(=O)N2CCOCC2)nnc1-c1ccco1 | 1.7% | 1.0% | 1.9% | -0.2 | -11.9% | -0.4% | i | ? | 0.3%
O=C(c1cccc(S(=O)(=O)Nc2ccccc2Cl)c1)N1CCC1 | -6.7% | 7.1% | 10.6% | -8.8 | -13.2% | 0.6% | i | -6.9% | -0.1%
O=C(CS(=O)CC(=O)Nc1ccc(Cl)cc1)NCC1OCCc2ccccc21 (stereo not given) | 2.1% | -6.8% | 1.1% | -3.6 | -23.3% | 2.5% | i | 6.3% | 0.6%
Cc1ccc(-c2nc(SCc3ccc(Br)cc3)n3[nH]c(=O)cc3n2)cc1 | 12.3% | nt | nt | nt | ? | nt | nt | ? | 9.2%
CN(CC(=O)Nc1ccc(Cl)c(C(F)(F)F)c1)C(=O)CC1Sc2ccccc2NC1=O (stereo not given) | -21.1% | -7.1% | -8.2% | -10.0 | ? | 1.1% | i | ? | 0.9%
N#C/C(=C\c1cn(CCOc2ccccc2)c2ccccc12)C(=O)NCc1cccs1 | 0.5% | 1.2% | 5.6% | -1.6 | ? | 0.9% | i | ? | -1.4%
O=C1CC(NS(=O)(=O)c2cc(F)ccc2F)CN1c1ccc2c(c1)OCCO2 (stereo not given) | -0.8% | -3.4% | 9.0% | -3.8 | -29.1% | 1.2% | i | 7.1% | 0.0%
COc1ccc(OC)c(-c2csc(NC(=O)Cc3ccccc3OC)n2)c1 | -1.0% | -13.2% | 23.4% | -0.1 | -27.4% | -5.1% | i | -17.3% | 1.9%
CCCCNCCS(=O)(=O)NCc1ccc(OC)cc1 | 3.1% | 16.6% | 6.9% | -4.3 | -5.2% | nt | i | 20.5% | -0.5%
CN(C)CCN(C(=O)/C=C/c1cccs1)c1nc2ccc(F)cc2s1 | 0.9% | -3.1% | 4.0% | -5.8 | ? | -0.1% | i | -5.8% | ?
COc1ccccc1NC(NC(=O)c1ccco1)C(=O)c1ccccc1 (stereo not given) | -1.1% | 11.1% | -9.4% | 2.5 | -1.0% | 0.7% | i | ? | 2.2%
COc1ccccc1C(C)NC(=O)c1cc(=O)[nH]c2ccccc12 (stereo not given) | 8.1% | 19.3% | 4.9% | 1.9 | 3.6% | 2.2% | i | 14.6% | -0.2%

Random excerpt: two records from the list, in no set order.
SMILES | A549 viability | EPAC2 antag | EPAC2 agonist | CCT modulator | TGFb SMAD3 inh | Mm-Cpn inhibitor | Akt phos inh | Nrf2 block | Nrf2 activator
COc1ccccc1C(C)NC(=O)c1cc(=O)[nH]c2ccccc12 (stereo not given) | 8.1% | 19.3% | 4.9% | 1.9 | 3.6% | 2.2% | i | 14.6% | -0.2%
COc1ccc(OC)c(-c2csc(NC(=O)Cc3ccccc3OC)n2)c1 | -1.0% | -13.2% | 23.4% | -0.1 | -27.4% | -5.1% | i | -17.3% | 1.9%

Not all compounds are listed (hit frequency here may not be typical).
